# CCT modulator: High-Throughput Screening for Modulators of Cytosolic Chaperonin Activity | purified chaperonin ATPase assay, HTRF ADP detection, 30 min | activity change, % (no concentration beside the values), hits read low | 0.3% of 360,000 active | AID 651819, 2012; in the data active = activity change below about -30%; also: % is scaled to controls: 0 for no effect and ±100 for the full control effect
#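 TRiC (40 or 20 nM final, by batch activity) in 30 mM Tris pH 7.4, 100 mM KCl, 5 mM MgCl2, 1 mM DTT was treated with compound at 76 uM single dose, then 10 uM ATP, 30 min at 37 °C. ADP was read by HTRF Transcreener.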
# PLK1 PBD inh: qHTS for Inhibitors of PLK1-PDB (polo-like kinase 1 - polo-box domain): Primary Screen. Serine/threonine-protein kinase PLK1 (Homo sapiens), P53350. Plk1 PBD binding of FITC phosphopeptide, fluorescence polarization. Potency, µM, for inactives: max response, negative = inhibition, hits mostly inhibitors. 2.8% of 360,000 active; also: potency is read from the fitted curve at half-maximal effect; series mostly up to about 57 µM; % is scaled to controls: 0 for no effect and ±100 for the full control effect; nearly all actives have a fitted effect of over 65% in size
# EPAC1 ag: qHTS for Agonist of cAMP-regulated guanine nucleotide exchange factor 3 (EPAC1): primary screen | Potency, µM (series often up to 154 µM), inactives show at the top dose activation, actives largely listed as activators | Rap guanine nucleotide exchange factor 3 (Homo sapiens), O95398 | AID 720707, 2013 | EPAC1 agonist qHTS, biochemical assay; response scale: 100% = response to 6.5 mM cAMP | 0.073% of 360,000 active; also: potency is read from the fitted curve at half-maximal effect; nearly all actives have a fitted effect of over 60% in size
#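 Normalized to 6.5 mM cAMP, activity reflects EPAC1-catalysed release of BODIPY-GDP from Rap1B, followed kinetically over 30 min at 480 nm excitation, 540 nm emission. Reaction contained 100 nM EPAC1, 250 nM Rap1B-BODIPY-GDP, 50 uM GDP.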
# EPAC2 ag: qHTS for Agonist of cAMP-regulated guanine nucleotide exchange factor 4 (EPAC2): primary screen. Rap guanine nucleotide exchange factor 4 (Homo sapiens), Q8WZA2. EPAC2 activation, biochemical qHTS; response scale: 100% = 6.5 mM cAMP response. Potency, µM (top dose mostly 154 µM), inactives show at the top dose activation, usual class: activators. 0.079% of 360,000 active; also: potency is read from the fitted curve at half-maximal effect; nearly all actives have a fitted effect of over 50% in size
#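 Guanine nucleotide exchange by EPAC2 is measured as reduced fluorescence of BODIPY-GDP once it is released from 250 nM Rap1B. Plates are read kinetically for 30 min at room temperature; results are scaled to 6.5 mM cAMP.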
# EPAC1 antag: qHTS for Antagonist of cAMP-regulated guanine nucleotide exchange factor 3 (EPAC1): primary screen; EPAC1 GEF assay, Rap1b-BODIPY-GDP exchange fluorescence; 0.14% of 360,000 active; Rap guanine nucleotide exchange factor 3 (Homo sapiens), O95398; Potency, µM (highest dose often 115 µM), without a hit: top-dose activity change, negative = inhibition, actives largely listed as inhibitors;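 also: potency is read from the fitted curve at half-maximal effect; plate controls were vehicle for no effect and positive control for full effect; nearly all actives have a fitted effect of over 50% in size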
# PI5P4Ka inh: qHTS for Inhibitors of phosphatidylinositol 5-phosphate 4-kinase (PI5P4K); max response, %; PI5P4Kalpha enzyme, ADP-Glo luminescence, 60 min; hits give low values; 1.2% of 330,000 active; active = max response of -50% or lower; inconclusive = between -30% and -50%; inactive = -30% or higher; also: value at the top dose of about 77 µM; % is scaled to controls: 0 for no effect and ±100 for the full control effect
#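 Controls without substrate or without enzyme flank wells where PI5P4Kalpha converts substrate using 5 microM ATP (final). Incubation lasts 60 minutes at room temperature; ADP formed is read by ADP-Glo luminescence.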
# IL2 activator: qHTS of IL-2 Activators | IL-2 activation reporter assay, cell-based qHTS; stimulated with anti-CD3/CD4/CD28 beads; in transgenic mouse T cells | activation, % (series mostly up to about 46 µM) | 0.065% of 360,000 active | AID 652025, 2013; in the data active = activation above about 50%; inconclusive = mostly about 30% to 49%; also: 0% is about no effect
#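 First, unstimulated transgenic mouse T cells were exposed to compound for 60 min. Next, anti-CD3/anti-CD4-coated beads with anti-CD28 were added. Finally, after 18 h at 37 degrees C, EGFP and DsRed were imaged.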
# WRN inhibitor: qHTS for Inhibitors of WRN Helicase; 0.46% of 360,000 active; Bifunctional 3'-5' exonuclease/ATP-dependent helicase WRN (Homo sapiens), Q14191; Potency, µM (highest dose often 114 µM), inactives show top-dose activity change, negative = inhibition, usual class: inhibitors; WRN helicase unwinding, fluorescent forked duplex, kinetic; also: potency is read from the fitted curve at half-maximal effect; % is scaled to controls: 0 for no effect and ±100 for the full control effect; nearly all actives have a fitted effect of over 55% in size
# Target sequence (Q14191 whole entry, looked up): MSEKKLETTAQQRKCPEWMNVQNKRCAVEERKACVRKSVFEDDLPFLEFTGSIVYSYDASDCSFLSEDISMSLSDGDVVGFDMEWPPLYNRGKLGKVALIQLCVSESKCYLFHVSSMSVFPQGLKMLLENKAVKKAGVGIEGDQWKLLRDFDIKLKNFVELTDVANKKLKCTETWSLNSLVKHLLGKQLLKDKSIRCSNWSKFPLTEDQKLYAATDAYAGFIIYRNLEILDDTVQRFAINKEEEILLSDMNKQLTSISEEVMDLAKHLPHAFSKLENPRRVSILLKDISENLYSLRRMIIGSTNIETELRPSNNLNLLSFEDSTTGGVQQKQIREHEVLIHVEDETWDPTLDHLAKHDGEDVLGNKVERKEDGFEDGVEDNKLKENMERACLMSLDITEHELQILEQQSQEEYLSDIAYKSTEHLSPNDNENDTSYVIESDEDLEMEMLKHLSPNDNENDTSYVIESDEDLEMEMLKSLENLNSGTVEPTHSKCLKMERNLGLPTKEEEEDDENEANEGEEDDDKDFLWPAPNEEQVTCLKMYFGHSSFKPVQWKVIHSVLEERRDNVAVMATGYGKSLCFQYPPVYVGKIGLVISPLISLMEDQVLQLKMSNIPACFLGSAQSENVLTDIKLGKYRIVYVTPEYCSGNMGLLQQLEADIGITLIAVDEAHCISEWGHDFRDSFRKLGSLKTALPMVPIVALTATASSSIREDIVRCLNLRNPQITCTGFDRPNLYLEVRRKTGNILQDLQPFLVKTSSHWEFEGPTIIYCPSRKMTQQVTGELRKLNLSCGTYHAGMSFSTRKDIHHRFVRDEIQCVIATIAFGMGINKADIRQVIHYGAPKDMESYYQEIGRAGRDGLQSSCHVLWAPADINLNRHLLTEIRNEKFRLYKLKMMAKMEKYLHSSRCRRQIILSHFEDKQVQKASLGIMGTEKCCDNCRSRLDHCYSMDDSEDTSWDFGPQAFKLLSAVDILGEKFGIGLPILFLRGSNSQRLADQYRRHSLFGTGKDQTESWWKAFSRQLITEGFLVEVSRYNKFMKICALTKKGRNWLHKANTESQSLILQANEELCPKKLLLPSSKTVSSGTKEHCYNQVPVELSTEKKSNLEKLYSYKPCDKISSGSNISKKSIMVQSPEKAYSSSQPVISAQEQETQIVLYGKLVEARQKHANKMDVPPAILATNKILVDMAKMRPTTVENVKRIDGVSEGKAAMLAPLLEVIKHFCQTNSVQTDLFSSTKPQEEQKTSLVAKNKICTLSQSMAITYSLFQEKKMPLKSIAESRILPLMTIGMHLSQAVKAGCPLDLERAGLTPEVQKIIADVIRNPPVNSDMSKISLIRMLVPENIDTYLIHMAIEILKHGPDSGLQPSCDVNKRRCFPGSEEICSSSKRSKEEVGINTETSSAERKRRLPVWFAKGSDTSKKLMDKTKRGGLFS
#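 Fluorescence dequenching readout, ex 525 nm/em 598 nm, kinetic mode: forked duplex DNA (100 nM final) with adjacent fluorophore and quencher unwound by WRN (20 nM final) with 2 mM ATP. Compound preincubation 15 min, room temperature.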
# The depositor's hits bear a star; ? = inconclusive; . = no result given; [ ] = dose if it differs, or a comment. Unless noted, calls follow the shape of the dose curve; as a rule, active = well fitted curve in the direction sought with a large enough effect; inconclusive = small, poorly fitted or top-dose-only effect, or another doubt; inactive = no such curve, though single readings can be large; an effect the other way counts as inactive or inconclusive. These rows are one share of the data. The share of hits here may be higher or lower than overall.
# The opening 3 entries (preview)
SMILES,CCT modulator,PLK1 PBD inh,EPAC1 ag,EPAC2 ag,EPAC1 antag,PI5P4Ka inh,IL2 activator,WRN inhibitor
CC(C)C(NCc1c(Cl)cccc1Cl)C(=O)O (stereo unspecified),-1.9,-3%,6%,8%,-8%,.,0.2,-5%
CCN(CC)N=Nc1[nH]nc2nc(C)cc(C)c12,-0.6,8.4µM*,0%,-1%,0%,-30,-0.6,-20%
CCOC(=O)SC1=N/C(=C\c2ccc(N(C)C)cc2)C(=O)S1,0.1,-13%,9%,13%,-11%,.,-0.4,-20%

# This part in full, from the first entry:
SMILES,CCT modulator,PLK1 PBD inh,EPAC1 ag,EPAC2 ag,EPAC1 antag,PI5P4Ka inh,IL2 activator,WRN inhibitor
CC(C)C(NCc1c(Cl)cccc1Cl)C(=O)O (stereo unspecified),-1.9,-3%,6%,8%,-8%,.,0.2,-5%
CCN(CC)N=Nc1[nH]nc2nc(C)cc(C)c12,-0.6,8.4µM*,0%,-1%,0%,-30,-0.6,-20%
CCOC(=O)SC1=N/C(=C\c2ccc(N(C)C)cc2)C(=O)S1,0.1,-13%,9%,13%,-11%,.,-0.4,-20%
CCc1nnc(NC(=O)CSc2nnc(Cc3ccccc3)n2Cc2ccccc2)s1,-0.7,-3%,-9%,5%,0%,-2,-1.3,2%
O=C(O)CCCCCNS(=O)(=O)c1ccc2c3c(cccc13)C(=O)N2,2.1,-10%,-3%,-2%,-4%,-13,-0.5,?
Cc1cc([N+](=O)[O-])nn1CCCC(=O)Nc1cccc(Cl)c1Cl,-2.5,-5%,0%,5%,-6%,2,1.4,-3%
CSCCC(NS(=O)(=O)c1ccc2c(c1)oc(=O)n2C)C(=O)NCc1ccc(C)cc1 (stereo unspecified),-2.5,-14%,-11%,13%,-24%,2,-4.5,-4%
O=C(c1ccc(S(=O)(=O)N2CCOCC2)cc1)N1CCc2ccccc21,2.2,-4%,6%,7%,15%,2,-0.6,12%
COc1ccccc1S(=O)(=O)Cc1ccc(C(=O)NCc2ccco2)o1,0.7,-9%,7%,-2%,-16%,-7,-1.7,-5%
Cc1ccc(F)c(NC(=O)CCc2ccccc2)c1,0.1,-10%,3%,0%,12%,-10,-0.5,10%
Cc1cccc(NC(=O)c2cccc(S(=O)(=O)NCc3ccccc3)c2)n1,2.8,-8%,5%,10%,9%,8,-2.8,-2%
O=C(NC1CCCC1)c1ccc(CS(=O)(=O)Cc2ccccc2F)o1,-0.9,-7%,10%,9%,-12%,-3,0.9,-1%
COc1cc2c(cc1NC(=O)COC(=O)[C@@H](NS(=O)(=O)c1cccc(Cl)c1)C(C)C)oc1ccccc12,-2.6,0%,-2%,1%,3%,12,2.5,-13%
COc1ccc2oc(=O)c(-c3nc4ccccc4o3)cc2c1,-2.1,-1%,-5%,4%,11%,.,-0.2,-11%
O=C(COc1cccc(Cl)c1)NNC(=S)Nc1ccccc1,-0.2,24µM*,-14%,-5%,6%,12,0.0,-21%
CSc1sc(C)cc1C1C(C#N)=C(N)N(c2cccnc2)C2=C1C(=O)CC(C)(C)C2 (stereo unspecified),0.4,-4%,-2%,-17%,-4%,9,1.1,7%
COc1ccccc1N1CCN(/N=C/c2ccc(O)cc2O)CC1,-1.2,-10%,15%,9%,8%,4,1.8,3%
CCCCN(CCCC)C1=Nc2ccccc2N/C1=C(/C#N)C(=O)OCC,-0.6,1%,?,12%,82%[activator],9,27,-9%
CCSc1nnc(NC(=O)CSc2nc3c(c(=O)n2-c2ccccc2)SCC3)s1,-11,-5%,6%,7%,3%,.,2.0,0%
COC(=O)c1cnc(NNS(=O)(=O)c2ccc(Cl)cc2)nc1C(F)(F)F,1.8,2%,-3%,0%,8%,-2,-4.4,3%
C/C(=N\OC(=O)c1ccc(C)cc1)c1c(C)nc2cc(C)ccn12,-2.8,-19%,5%,1%,-8%,1,-0.4,-6%
COCCN=c1scc(-c2cccs2)n1/N=C(\C)c1ccco1,0.7,-17%,3%,10%,-15%,-2,-0.2,-14%
COCCn1c(C)cc(/C=N/NC(=O)c2cccnc2)c1C,-0.6,?,2%,2%,-9%,-4,-0.1,0%
COC(=O)c1ccccc1NC(=O)c1cc2ccccc2o1,0.6,-11%,-4%,14%,3%,0,-3.4,12%
Cc1nn(CC(=O)Nc2nc3ccccc3s2)c(C)c1[N+](=O)[O-],-1.1,-5%,4%,7%,8%,.,-2.9,292%[activator]
CN1CCN(c2ccc(S(=O)(=O)N3CCOCC3)cc2)CC1,-1.3,-4%,5%,-3%,8%,-5,0.7,-4%
CCc1ccc(C(O)c2ncc(-c3ccccc3C)[nH]2)cc1 (stereo unspecified),-0.8,0%,-13%,2%,6%,4,-0.6,4%
COc1ccc(CN(CC(=O)NC2CCCC2)C(=O)CCC(=O)Nc2nccs2)cc1,-4.3,6%,5%,5%,-13%,-9,0.1,-7%
CCN(CC)C(=S)SCC(=O)Nc1nc(=O)c2ccccc2s1,-2.3,-18%,2%,12%,-2%,-6,-0.1,-3%
CN(C)CCCN1c2ccc([N+](=O)[O-])cc2CCc2cc([N+](=O)[O-])ccc21,.,.,-17%,6%,-7%,.,-0.5,.
CS(=O)(=O)c1ccc(-c2cccc(NC(=O)c3ccc4c(c3)OCO4)c2)nn1,-0.7,-1%,1%,5%,-6%,-1,-2.8,11%
CN(CCc1ccccn1)C(=O)c1cccnc1Oc1ccccc1,1.2,6%,-3%,4%,0%,-7,1.2,-1%
O=C1/C(=C\c2ccco2)NC(=S)N1c1ccccc1,-1.2,?,-6%,3%,-28%,?,-3.3,-25%
CCOC(=O)N1CCN(Cc2nc(N)nc(Nc3ccc(OC)cc3)n2)CC1,-1.4,-11%,6%,11%,4%,.,2.3,0%
CCc1ccc(OC)c(S(=O)(=O)Nc2ccccc2C)c1,-1.1,0%,1%,3%,-2%,.,-0.2,-5%
O=c1c2ccccc2ncn1Cc1ccc(Cl)cc1,1.4,0%,3%,1%,-26%,-1,-1.0,-5%
CC(OC(=O)CCN=C1NS(=O)(=O)c2ccccc21)C(=O)Nc1ccccc1F (stereo unspecified),-9.4,4%,-3%,1%,1%,4,0.3,-6%
CN(C)CCCN(C(=O)COc1ccccc1)c1nc2c(Cl)cccc2s1,1.0,-7%,8%,0%,-18%,3,0.3,3%
Cc1ccc(-c2cc(N)on2)cc1,-3.2,1%,0%,2%,-9%,13,0.6,-13%
CCN(CC)C(=O)c1ccc(-c2nnc(Nc3ccc(C(=O)NC)cc3)c3ccccc23)cc1,-1.5,-12%,10%,6%,-11%,-1,-0.7,3%
COC(=O)c1ccc(/C=N/NC(=O)CC(=O)NC(C)C)cc1,-2.2,-5%,11%,3%,9%,.,-2.1,3%
COc1cccc(OC)c1C(=O)NNC(=O)c1cccc(COc2ccc3c(c2)CCC3)c1,0.5,2%,20%,11%,11%,2,-3.1,-8%
Cc1ccccc1-c1nc(CS(=O)(=O)CC(=O)NCc2ccco2)c(C)o1,0.1,-7%,-6%,0%,-16%,3,-3.1,9%
CC(C)C(NC(=O)c1c(F)cccc1F)C(=O)N1CCN(c2ncccn2)CC1 (stereo unspecified),-0.5,0%,-4%,4%,-2%,-2,1.7,5%
COC(=O)C1=CN(CC2CCCO2)C=C(C(=O)OC)C1c1cc(OC)c(OC)c(OC)c1 (stereo unspecified),-1.2,-8%,9%,8%,0%,-1,-1.9,-5%
Cc1ccc2nc(C)c(C(=O)N/N=C/c3ccco3)cc2c1,-3.1,4%,2%,-2%,3%,-3,13,-3%
CC(C)NC(=O)/C(C#N)=C/c1ccc2c(c1)OCCO2,-0.8,-8%,-4%,12%,-5%,6,-2.6,4%
O=C(O)/C=C/c1cn(Cc2ccccc2)nc1-c1ccc(Cl)cc1,-5.1,-3%,-2%,2%,17%,2,-0.7,2%
C=C(C)CNC(=S)NN=C1c2ccccc2-c2ccccc21,3.9,0%,14%,2%,-19%,9,-2.0,-15%
Cc1ccc(-n2c(SCC(=O)OC(C)C)nnc2-c2ccco2)cc1,-4.1,-8%,-4%,9%,-15%,1,-0.6,-10%
# Carrying on.
SMILES,CCT modulator,PLK1 PBD inh,EPAC1 ag,EPAC2 ag,EPAC1 antag,PI5P4Ka inh,IL2 activator,WRN inhibitor
CCN(Cc1ccccc1)C(=O)CN1C(=O)c2ccccc2S1(=O)=O,-0.6,5%,-6%,6%,5%,-2,-1.6,-3%
CCOc1ccc2c(c1)C(C)=CC(C)(C)N2S(=O)(=O)c1ccc(C)cc1,1.3,2%,12%,1%,1%,8,-4.0,-2%
O=C(CSc1c2c(nc3cc(Cl)ccc13)CCCC2)NCCN1CCOCC1,-2.8,-7%,0%,14%,-6%,2,-0.4,-7%
CN(Cc1cccs1)C(=O)/C=C/c1ccccc1[N+](=O)[O-],2.1,0%,-6%,4%,-11%,0,-0.5,-4%
CCCCCNC(=O)C(c1cc2ccccc2o1)n1c(=O)c(-c2ccco2)nc2ccccc21 (stereo unspecified),.,7.5µM*,-27%,-18%,56µM*,-108*,-0.2,?
CCOC(=O)C1(Cc2ccccc2C)CCCN(C(=O)c2sccc2C)C1 (stereo unspecified),-1.6,-1%,-4%,6%,14%,8,-3.7,13%
CCN(C(=O)CN1CCCCC1)C1(C)C(=O)c2ccccc2C1=O,-1.0,0%,-5%,-4%,16%,3,0.8,-4%
O=C(CN1CCNC(=O)C1)NCCc1ccc(Cl)cc1Cl,-0.1,-4%,-1%,-3%,0%,0,0.2,11%
CCC1Nc2ccccc2-c2nnc(SC)nc2O1 (stereo unspecified),2.6,-2%,6%,0%[15.6 µM],-15%,-7,-0.7,-22%
COc1cc2c(cc1OC)[C@@H](NC(=O)Cc1ccc(F)cc1)[C@H](OCc1ccccc1)C2,-1.6,-10%,-13%,-6%,-8%,0,0.2,1%
